Assay outcomes (PubChem)
KinaseGlo FLuc = counter-screen: inhibitors of Kinase-Glo firefly luciferase; Q27757; Kinase-Glo luciferase, ATP luminescence, 8 min; Potency, µM (top dose mostly 38.3 µM), for inactives: at the top dose activity change, negative = inhibition, hits mostly inhibitors; 200,000 compounds, 0.28% hits; also: % is scaled to controls: 0 for no effect and ±100 for the full control effect; nearly all actives have a fitted effect of over 60% in size
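Kinase-Glo luciferase light output from ATP and luciferin was measured with 10 uM ATP, within the enzyme's linear range. Buffer: 50 mM imidazole pH 7.2, 50 mM KCl, 7 mM MgCl2, 0.01% Tween 20, 0.05% BSA; luminescence read after 8 min at ambient temperature.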
SMN2 splice up = increases expression of the SMN2 splice variant; HEK293 SMN2-luciferase splicing reporter, luminescence, 30-36 h; Potency, µM (series often up to 46.1 µM), without a hit: top-dose activity change, positive = activation, hits mostly activators; 210,000 compounds, 2.8% hits; AID 1458; also: % of control where 0% means no effect; nearly all actives have a fitted effect of over 55% in size
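HEK293 cells carry an SMN2 […]–luciferase reporter in which exon 7 inclusion puts luciferase in frame. Cells were plated 10-12 h before compound addition, then incubated 30-36 h at 37C. ONE-Glo luminescence was read; sodium butyrate at 4.5 mM final served as control.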
Epigenetic reg = derepresses silenced GFP reporter in murine cells; 280,000 compounds, 0.2% hits; Potency, µM (titrated, usually from 53.9 µM), for inactives: at the top dose GFP activation, hits mostly activators; murine LDR cells, GFP reporter derepression, 30 h; also: % of control where 0% means no effect; nearly all actives have a fitted effect of over 60% in size
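Murine LDR cells carrying a silenced, genomically integrated CMV-driven GFP reporter were exposed to compound for 30 hours at 37 C. After PBS washes, GFP-positive cells (20–120 um objects) were counted by laser-scanning microplate cytometry.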
GoLoco inh red = inhibitors of human Gai1-RGS12 GoLoco interaction (red fluorophore); 230,000 compounds, 0.44% hits; Potency, µM (doses to about 61.6 µM), for inactives: at the top dose activity, negative = inhibition, hits mostly inhibitors; P63096; Gai1:RGS12 GoLoco peptide FP, rhodamine, 10 min; active = well fitted inhibition curve with a large enough effect, not every such curve was filed as active; inactive = no such curve, though single readings can be large or run the other way; also: % is scaled to controls: 0 for no effect and ±100 for the full control effect; nearly all actives have a fitted effect of over 30% in size; many of its hits are not listed in these tables
Target sequence (P63096 whole entry, looked up): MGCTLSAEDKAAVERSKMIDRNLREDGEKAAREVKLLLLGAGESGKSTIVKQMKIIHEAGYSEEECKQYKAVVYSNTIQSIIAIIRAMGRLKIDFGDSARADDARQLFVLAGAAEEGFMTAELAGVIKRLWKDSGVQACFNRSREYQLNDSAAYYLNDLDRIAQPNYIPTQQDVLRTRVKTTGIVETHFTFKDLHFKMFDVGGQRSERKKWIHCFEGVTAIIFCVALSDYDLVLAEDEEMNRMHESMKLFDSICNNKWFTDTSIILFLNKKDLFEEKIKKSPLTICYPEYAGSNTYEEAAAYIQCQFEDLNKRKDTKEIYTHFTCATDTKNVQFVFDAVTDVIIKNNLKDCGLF
KDM4E inh = blocks human JMJD2E demethylase activity. 230,000 compounds, 1.6% hits. Potency, µM (titrated, usually from 57.1 µM), inactives show top-dose activity change, negative = inhibition, most hits filed as inhibitors. JMJD2E catalytic domain, FDH-coupled NADH fluorescence (FDH is formaldehyde dehydrogenase); active = well fitted inhibition curve with a large enough effect, not every such curve was filed as active; inconclusive = small, poorly fitted or top-dose-only effect, or another doubt; inactive = no such curve, though single readings can be large or run the other way;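 also: 0% = wells with enzyme and -100% = buffer wells without enzyme; nearly all actives have a fitted effect of over 50% in size; many of its hits are not listed in these tables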
Target sequence (B2RXH2 1-337 limits assumed): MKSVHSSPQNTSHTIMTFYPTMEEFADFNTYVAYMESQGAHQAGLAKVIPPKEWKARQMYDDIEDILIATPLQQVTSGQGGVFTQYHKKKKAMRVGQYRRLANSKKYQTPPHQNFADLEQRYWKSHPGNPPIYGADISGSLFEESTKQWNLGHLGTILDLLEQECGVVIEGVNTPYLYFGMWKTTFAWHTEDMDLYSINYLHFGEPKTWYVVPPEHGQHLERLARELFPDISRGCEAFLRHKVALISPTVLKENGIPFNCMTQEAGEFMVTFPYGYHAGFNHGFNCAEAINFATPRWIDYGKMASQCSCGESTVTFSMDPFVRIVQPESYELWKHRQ
RECQ1 inh = blocks DNA unwinding by human RECQ1; Potency, µM (doses to about 57.3 µM), without a hit: at the highest dose activity, negative = inhibition, most hits filed as inhibitors; 240,000 compounds, 0.54% hits; RECQ1 DNA unwinding, red fluorescence kinetic read; P46063;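 also: plate controls were vehicle for no effect and no enzyme for full effect; nearly all actives have a fitted effect of over 30% in size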
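50 nM RECQ1T1 preincubated 15 min with compound in Tris pH 8.0 buffer with MgCl2, DTT, Tween-20 and 2.5 ug/ml poly(dI-dC); started with 200 nM TAMRA/BHQ-2 forked duplex and 2 mM ATP. Unwinding read as fluorescence (525/598 nm), two reads 2 h apart.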
NPSR antag = blocks cAMP signaling of the human neuropeptide S receptor; CHO-NPSR cells, cAMP TR-FRET, antagonist mode; Potency, µM (titrated, usually from 38.3 µM), without a hit: at the highest dose activity change, negative = inhibition, usual class: inhibitors; 220,000 compounds, 1% hits; also: % is scaled to controls: 0 for no effect and ±100 for the full control effect; nearly all actives have a fitted effect of over 50% in size; many of its hits are not listed in these tables
Target sequence (Q6W5P4 whole entry, looked up): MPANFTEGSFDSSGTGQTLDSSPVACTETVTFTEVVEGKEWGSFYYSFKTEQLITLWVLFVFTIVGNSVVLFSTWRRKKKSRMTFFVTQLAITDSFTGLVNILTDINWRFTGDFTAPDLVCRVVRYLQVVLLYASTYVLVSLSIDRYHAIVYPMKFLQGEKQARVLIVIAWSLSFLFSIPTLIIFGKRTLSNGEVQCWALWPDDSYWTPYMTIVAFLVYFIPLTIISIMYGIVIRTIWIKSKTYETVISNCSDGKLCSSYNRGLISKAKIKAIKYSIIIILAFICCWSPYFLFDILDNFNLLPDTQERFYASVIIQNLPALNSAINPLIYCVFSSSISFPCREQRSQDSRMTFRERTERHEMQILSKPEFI
IMPase Li inh = cell-permeable IMPase inhibitors with lithium potentiation | CHO-M1 cells, IP1 TR-FRET (IP-One), carbachol + lithium | Potency, µM (titrated, usually from 59.4 µM), for the others: top-dose activity, negative = IMPase inhibition, most hits filed as inhibitors | 210,000 compounds, 0.35% hits | AID 1457;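 also: IP1 builds up when IMPase is blocked and the TR-FRET signal falls; plate controls were basal vehicle for no effect and high inhibitor control for full effect; nearly all actives have a fitted effect of over 50% in size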
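Lithium-sensitised IP1 accumulation assay; M1-expressing CHO cells treated 30 min at 37C with compound. Competitive antibody detection by time-resolved FRET followed a 10 min room-temperature lysis step.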
* hit, by the source's call; i = inactive; u = inconclusive; x = not tested or not shown; & = joins results of further samples; [ ] = another dose, or the depositor's remark. Unless noted, calls follow the shape of the dose curve; as a rule, active = well fitted curve in the direction sought with a large enough effect; inconclusive = small, poorly fitted or top-dose-only effect, or another doubt; inactive = no such curve, though single readings can be large; an effect the other way counts as inactive or inconclusive. Potency is read from the fitted curve at half-maximal effect.

SMILES	KinaseGlo FLuc	SMN2 splice up	Epigenetic reg	GoLoco inh red	KDM4E inh	RECQ1 inh	NPSR antag	IMPase Li inh
O=C(COc1ncnc2ccccc12)N1CCN(S(=O)(=O)c2ccc(Cl)cc2)CC1	1%	-10%	2.6%	0%	8%	i	-7%[46.1 µM]	3%[38.3 µM]
CCCC(C)NC(=O)COC(=O)c1cc(Br)c(Br)s1 (stereo unspecified)	0%	18%	-0.5%	-3%	-5%	-2%	-3%	-3%
O=C(CCn1c(=O)oc2ccccc21)N1CCOCC1	-7%	6%	-1.1%	2%	-4%	i	2%[46.1 µM]	-15%[38.3 µM]
CC(=O)c1sc(N/N=C\c2cccc(Br)c2)nc1C	-4%	u	-1.1%	53%[activator]	-8%	3%	-1%	6%
CCCC(=O)Nc1ccc(NC(=O)c2ccccc2OC)cn1	-3%	-9%	2.3%	-8%	9%	i	u	-1%[38.3 µM]
O=C(Nc1ccc2c(c1)OCCO2)c1cnccn1	-20%	13µM*	0.0%	3%	2%	-11%	-10%[46.1 µM]	11%[38.3 µM]
CC(C)(C)NC(=O)NC(=O)CN1CCN(c2cccc(Cl)c2)CC1	x	x	-1.1%	-1%	3%	i	-28%	x
CS(=O)(=O)Nc1ccc(Cc2ccc(NS(C)(=O)=O)cc2)cc1	1%	-43%[inhibitor]	-0.8%	11%	u	-2%	-10%[46.1 µM]	12%[38.3 µM]
Cc1cc(C)cc(OCC(=O)NCCc2nc3ccccc3[nH]2)c1	0%	-15%	1.6%&-0.8%	11%	2%	i	15%	-6%
CC(C)C(NC(=O)C(Cc1ccccc1)NC(=O)OCc1ccccc1)C(=O)O (stereo unspecified)	-3%	x	-1.0%	9%	-14%	-1%	-12%	9%
CCc1cc2cc(C)cc(C)c2nc1SCC(=O)NNC(=O)c1ccco1	1%	-10%	2.0%	0%	-4%	7%	-19%	u
Cc1nc2ncccn2c1-c1csc(Nc2ccc(N(C)C)cc2)n1	3%	-67%[inhibitor]	9.8%	-3%	-13%	i	4%	30%[activator]
CCCCCCCCC/C=C/CC1CC(=O)OC1=O (stereo unspecified)	x	-27%	x	-10%	x	-2%	x	13%
O=C(NCc1ccccn1)c1cc(-c2ccc(-c3ccccc3)cc2)nc2ccccc12	x	x	-1.8%	x	u	-11%	-10%[46.1 µM]	x
CC1CCCC(NC(=O)CCn2c(=S)oc3ccccc32)C1C (stereo unspecified)	x	x	-2.8%	-13%	3%	19%	1%	x
C/C=C(\C)C(=O)NCCN1C2=NC[C@H](C)N2C[C@@H]1Cc1ccc(OC)cc1	x	x	-2.6%	4%	5%	-10%	2%	10%
CCOC(=O)C1(Cc2ccc(Cl)cc2)CCN(Cc2cn(CC)nc2C)CC1	x	x	3.8%	-3%	-3%	-7%	-4%	x
CCCCCC1C/C(=N\O)C=C(C)C1C(=O)OC (stereo unspecified)	x	x	-2.2%	1%	9%	-1%	-14%	x
CC(C)SC1=NC(C)(C)C=C(/C=C/c2ccc(Cl)cc2Cl)N1	-2%	-10%	u	7%	-5%	-12%	-10%[46.1 µM]	44%[activator][38.3 µM]
CSc1cc(C)n(-c2ccccc2C)c(=S)c1C(C)=O	0%	-4%	0.1%	10%	-5%	-15%	-8%[46.1 µM]	14%[38.3 µM]

Gathered by group, those above with an aryl methoxy group.
SMILES	KinaseGlo FLuc	SMN2 splice up	Epigenetic reg	GoLoco inh red	KDM4E inh	RECQ1 inh	NPSR antag	IMPase Li inh
CCCC(=O)Nc1ccc(NC(=O)c2ccccc2OC)cn1	-3%	-9%	2.3%	-8%	9%	i	u	-1%[38.3 µM]
C/C=C(\C)C(=O)NCCN1C2=NC[C@H](C)N2C[C@@H]1Cc1ccc(OC)cc1	x	x	-2.6%	4%	5%	-10%	2%	10%

Next part:
SMILES	KinaseGlo FLuc	SMN2 splice up	Epigenetic reg	GoLoco inh red	KDM4E inh	RECQ1 inh	NPSR antag	IMPase Li inh
O=C(CN1C(=O)C2C3C=CC(C3)C2C1=O)NCCN1CCCc2ccccc21 (stereo unspecified)	2%	-1%	-3.9%	0%	u	i	1%[46.1 µM]	29%[38.3 µM]
COC(=O)CCn1nnc(-c2ccc(C)cc2)n1	4%	19%	-3.4%	-1%	-2%	-4%	-5%[46.1 µM]	8%
CC(=O)Nc1nc(C)c(CCCOc2ccc([N+](=O)[O-])cc2)c(=O)[nH]1	x	x	0.4%	11%	13%	-7%	-15%	x
Cc1[nH]nc2c1C(c1cccs1)C(C#N)=C(N)O2 (stereo unspecified)	2%	8%	-0.3%	6%	-3%	-14%	6%	-1%
CC(C)(C)C(=O)Cn1c(NCCCO)nc2ccccc21	x	x	-6.7%	x	-1%	i	-5%[46.1 µM]	x
O=C(CCC(=O)OCC(=O)c1ccccc1)Nc1cccc2cccnc12	0%	-2%	1.1%	-1%	4%	-3%	-2%[46.1 µM]	6%[38.3 µM]
CCN(CC)Cc1c(O)ccc2c(=O)c(Oc3ccccc3OC)c(C)oc12	x	x	1.1%	4%	u	-1%	42%[7.67 µM]	x
Cc1ccc(OC(=O)c2ccc3nc(C)sc3c2)cc1	2%	14µM*	-2.5%	-3%	0%	i	-35%	-14%
O=C(N/N=C/c1cc([N+](=O)[O-])ccc1N1CCCCCC1)c1ccccn1	-1%	-16%	1.0%	8%	7%	2%	u	14%
CC1CCN(S(=O)(=O)c2ccc3c(c2)c(=O)c(C(=O)N2CCCCC2)cn3C)CC1	-1%	-6%	3.3%	-22%	-6%	i	-22%[46.1 µM]	-9%[38.3 µM]
Cc1ccc(S(=O)(=O)N2CCC(NC(=O)OC(C)C)CC2)cc1	1%	3%	2.5%	9%	7%	i	3%	-7%
Cc1ccc(NC(=S)N2CCn3cccc3C2c2cccnc2)cc1 (stereo unspecified)	2%	10%	-1.0%	189%[activator]	-9%	-2%	-20%	6%
O=C(NC(NC(=S)Nc1cc(Cl)ccc1Cl)C(Cl)(Cl)Cl)c1ccco1 (stereo unspecified)	2%	-19%	-2.0%	4%	0%	-16%	u	9%[38.3 µM]
OCCN=c1cc(-c2ccccc2)oc2ccc(Cl)cc12	0%	17%	-1.4%	-1%	u	16%	-4%[46.1 µM]	25%[38.3 µM]
O=C1NC(=Nc2ccccc2)S/C1=C\c1cccs1	x	x	7.2%	-1%	-3%	-8%	-19%	x
O=[N+]([O-])c1cncc([N+](=O)[O-])c1Nc1ccccc1Cl	4%	-3%	1.5%	1%	1%	i	13%	6%
Cc1nc2c3cnn(-c4ccccc4)c3ncn2n1	-2%	u	-1.1%	14%	u	i	-10%[46.1 µM]	21%[38.3 µM]
Cc1nn(CC(=O)Nc2ccccn2)c(C)c1Br	-1%	0%	0.0%	6%	7%	3%	-1%	-3%
CCOc1cc(/C=N/NC(=O)c2cccc([N+](=O)[O-])c2)ccc1OS(=O)(=O)c1ccccc1	0%	5%	8.5%	3%	12%	-13%	-23%[46.1 µM]	-9%[38.3 µM]
Cc1cc(NCc2ccccn2)ccc1Br	-6%	2%	-0.9%	2%	-8%	-7%	12%[46.1 µM]	-11%[38.3 µM]
Cc1ccc(C(=O)NS(=O)(=O)c2ccc(N=NN(C)C)cc2)cc1	-2%	-8%	0.0%	-43%	-3%	i	-10%	-11%
Cc1ccc(-c2cnc(NC(=O)c3cccc(Br)c3)s2)c(C)c1	-4%	-21%	-1.8%	5%	u	0%	-14%[46.1 µM]	13%[38.3 µM]
CC(C(=O)OCC(=O)c1ccccc1)N1C(=O)c2ccccc2C1=O (stereo unspecified)	1%	10%	0.0%	1%	7%	i	11%	1%
Clc1ccc(-c2nc3nc4ccccc4nc3n2Cc2ccco2)cc1	-6%	18µM*	1.0%	12%	-3%	-6%	u	21%[38.3 µM]
Cc1[nH]n(-c2ccccc2)c(=O)c1C1(C(F)(F)F)C(=O)N(c2ccc(F)cc2)C2=C1C(=O)CC(C)(C)C2 (stereo unspecified)	20%	x	0.0%	5%	-7%	-12%	-16%[46.1 µM]	28%[38.3 µM]
CS(=O)(=O)N(CC(=O)NCCc1ccccc1)c1cccc([N+](=O)[O-])c1	2%	8%	-0.7%	10%	3%	i	6%	0%
CN(Cc1nc2ccccc2c(=O)[nH]1)C(=O)c1ccc(S(=O)(=O)N(C)C)cc1	3%	-4%	-7.6%	0%	-5%	-11%	-1%[46.1 µM]	4%[38.3 µM]
O=C1c2ccccc2CC1Sc1nnc(-c2ccncc2)o1 (stereo unspecified)	1%	63%	-1.0%	3%	-4%	-1%	-6%[46.1 µM]	16%[38.3 µM]
COc1ccc(-n2c(CCC(=O)O)ccc2-c2ccccc2)cc1	2%	x	-0.1%&0.0%	13%	3%	-2%	27%	4%
COc1cc2c(=O)n(CCC(=O)NCC3CCCO3)c(=O)n(CC(=O)c3ccc(Cl)cc3)c2cc1OC (stereo unspecified)	1%	8%	-3.5%	7%	1%	0%	-13%	-3%
COc1ccc(NC(=O)/C(C#N)=C\c2ccc(Br)o2)cc1	x	x	1.1%	102%[activator]	-11%	u	-17%	x
Cc1cc(C(=O)N2CCN(c3cccc(Cl)c3)CC2)c(C)o1	-5%	28%	1.6%	-1%	-3%	-8%	-5%[46.1 µM]	-6%[38.3 µM]
CC1=NN(c2ccccc2)C(=O)C1C=Nc1ccc(N(C)C)cc1 (stereo unspecified)	x	x	-1.0%	5%	u	-9%	-32%	x
Cc1cc(C)nc(/N=C(\N)Nc2ccc(-c3ccccc3)cc2)n1	-8%	-56%[inhibitor]	1.5%	26%	-2%	13%	-13%	13%
COCCOC(=O)C1=C(C)NC(=O)CC1c1cc2c(cc1Br)OCO2 (stereo unspecified)	0%	-3%	-0.8%	5%	5%	-5%	-9%[46.1 µM]	-7%[38.3 µM]
C=CCNC(=O)C1CC2Cn3c(nc4cc(C)c(C)cc43)C2N1C (stereo unspecified)	x	x	2.0%	0%	4%	i	10%	x
CN(C)S(=O)(=O)c1ccc(C(=O)Nc2nc(-c3cccs3)cs2)cc1	4%	-78%[inhibitor]	1.0%	1%	u	-7%	-11%[46.1 µM]	16%[38.3 µM]
CC(C)(C)NC(=S)NC(C)(C)C	x	x	0.0%	12%	3%	6%	17%	x

Only part of the results is shown; the hit share may differ from the screen's.
